High-throughput results as filed in PubChem.
CHRM1 agonist – agonists of human M1 muscarinic receptor; actives 0.33% (n = 360,000); activation, % at 3 µM; P11229; CHO-K1 hM1, Fluo-8 calcium fluorescence, agonist mode; 0% DMSO, 100% acetylcholine EC100;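 active = activation above the run's mean compound activation plus 3 SD, cut at about 16% in these data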;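 note: peak over basal fluorescence ratio within a 140 s kinetic read after compound addition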
Target sequence (P11229 whole entry, looked up): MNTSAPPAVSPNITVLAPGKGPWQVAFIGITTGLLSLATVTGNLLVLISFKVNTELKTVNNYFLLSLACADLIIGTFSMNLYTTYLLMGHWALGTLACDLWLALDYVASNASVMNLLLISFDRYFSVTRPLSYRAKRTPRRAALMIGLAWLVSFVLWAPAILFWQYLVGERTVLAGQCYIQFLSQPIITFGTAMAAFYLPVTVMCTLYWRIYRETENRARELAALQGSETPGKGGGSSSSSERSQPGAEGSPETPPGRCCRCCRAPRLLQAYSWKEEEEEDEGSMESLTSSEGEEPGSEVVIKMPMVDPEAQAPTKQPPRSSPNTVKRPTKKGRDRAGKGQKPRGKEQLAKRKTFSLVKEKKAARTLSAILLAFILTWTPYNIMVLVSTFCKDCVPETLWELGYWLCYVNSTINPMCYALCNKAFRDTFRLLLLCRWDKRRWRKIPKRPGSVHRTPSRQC
OXTR potentiator – potentiates the human oxytocin receptor response. CHO-OTR cells, Fluo-8 calcium fluorescence, potentiator mode; 0% = oxytocin EC15, 100% = EC100. P30559. activation, % at 3 µM. actives 0.061% (n = 320,000);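 active = activation above that plate's cutoff, the mean activation of tested compounds plus 3 SD, cut at about 6.6% in these data, passing the limit was not always enough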;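 note: 100% uses oxytocin at 75 nM as the full agonist control; some results filed as inactive read as strong as hits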
Target sequence (P30559 whole entry, looked up): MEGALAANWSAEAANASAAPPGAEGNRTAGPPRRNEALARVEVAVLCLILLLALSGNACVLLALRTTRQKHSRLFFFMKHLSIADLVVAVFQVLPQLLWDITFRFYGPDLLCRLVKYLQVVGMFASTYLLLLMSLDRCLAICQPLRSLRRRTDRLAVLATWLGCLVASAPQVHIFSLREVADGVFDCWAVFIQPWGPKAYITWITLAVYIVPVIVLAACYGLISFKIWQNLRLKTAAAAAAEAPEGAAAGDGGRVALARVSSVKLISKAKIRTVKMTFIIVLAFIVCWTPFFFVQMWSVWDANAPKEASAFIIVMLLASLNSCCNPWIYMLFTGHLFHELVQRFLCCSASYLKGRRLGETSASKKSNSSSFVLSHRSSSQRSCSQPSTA
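Assay system: CHO cell line stably expressing human OTR | Also added: Oxytocin at about EC15, sub-maximal agonist stimulus | Times: Compound 6 min at room temperature before oxytocin, 100 s read | Measured by: Fluo-8 intracellular calcium fluorescence, ex 470-495, em 515-575 nm | Controls: EC15 oxytocin alone as 0%, 75 nM oxytocin as 100%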
CHO-K1 Ca ag – counter-screen for M1 agonists: effect in parental CHO-K1 cells; Fluo-8 calcium fluorescence; scaled to maximal ATP response, vehicle zero; activation, % at 3 µM; actives 0.48% (n = 360,000); in the data active = activation above about 15%;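 note: untransfected CHO-K1 host cells lacking M1 receptor as counterscreen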
CHO-K1 Ca PAM – M1 PAM counterscreen hit in parental CHO-K1 cells. actives 0.02% (n = 360,000). AID 602247. ATP EC20, Fluo-8 calcium fluorescence; 0% at ATP EC20, 100% at ATP max. activation, % at 3 µM;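 active = activation above the run cutoff, the mean activation of all test compounds plus 3 SD, cut at about 40% in these data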;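 note: peak over basal fluorescence ratio in a 140 s read after ATP addition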
CHO-K1 Ca antag – counter-screen for M1 antagonists: effect in parental CHO-K1 cells | ATP-induced calcium, Fluo-8 fluorescence | inhibition, % at 3 µM | actives 0.6% (n = 360,000) | AID 602250;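 active = inhibition above a per-plate cutoff, the plate's mean sample inhibition plus 3 SD, cut at about 24% in these data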;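 note: 0% = DMSO plus EC80 ATP and 100% = DMSO alone without ATP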
M1 antag – blocks human M1 muscarinic receptor. CHO-K1 hM1, Fluo-8 calcium fluorescence, ACh EC80 antagonist. actives 1.3% (n = 360,000). P11229. inhibition, % at 3 µM;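 active = percent inhibition above its own plate's cutoff, namely the mean of that plate's compound wells plus 3 SD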;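 note: peak over basal fluorescence ratio during 140 s after agonist addition; 0% = ACh EC80 plus DMSO and 100% = DMSO alone without agonist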
TAAR1 antag – human TAAR1 antagonism. CHO RD-HGA16 TAAR1, Fluo-8 calcium fluorescence, antagonist. inhibition, % at 3 µM. Q96RJ0. actives 1.5% (n = 360,000);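 active = inhibition above a per-plate cutoff, the mean inhibition of test compounds on that plate plus 3 SD, cut at about 49% in these data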;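 note: 0% = DMSO plus EC80 beta-PEA response and 100% = DMSO alone without agonist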
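System: CHO RD-HGA16 cells bearing hTAAR1. Reagent: EC80 β-phenethylamine stimulus. Schedule: seeding 17-24 h prior, 75-min 37 °C, 30-min RT dye loading. Signal: Fluo-8 intracellular calcium dye fluorescence, real-time kinetic reads. Read-out: % inhibition from peak post-agonist over basal fluorescence ratio. Benchmarks: vehicle wells and EC80 agonist wells. Replicates: n of 1.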
CHO parental Ca – counter-screen: ATP calcium response change in parental CHO cells; actives 0.63% (n = 330,000); parental CHO-K1, ATP-induced calcium, Fluo-8 fluorescence; inhibition, % at 5.6 µM;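 active = inhibition above that plate's mean sample inhibition plus 3 SD, cut at about 26% in these data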;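 note: 0% = ATP-challenged DMSO wells and 100% = DMSO wells without ATP; some compounds past the cut are filed as inactive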
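Material: parental CHO cells / Compound: single nominal dose of 5.6 µM per compound / Signal: Fluo-8 fluorescence / Replicates: singlicate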
TAAR1 agonist – human TAAR1 agonism; Q96RJ0; CHO RD-HGA16 TAAR1, Fluo-8 calcium fluorescence; vehicle wells 0%, saturating PEA agonist 100%; activation, % at 3 µM; actives 0.99% (n = 360,000);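 active = activation above the mean activation of all test compounds in the run plus 3 SD, cut at about 38% in these data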
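Assay system: CHO-derived RD-HGA16 cells with stable Gα16 and human TAAR1; timing: 17-24 h seeding, 75 min 37 °C dye, 30 min RT; read-out: % activation from peak over basal fluorescence ratio, DMSO-to-PEA scaled; measured by: kinetic Fluo-8 calcium fluorescence; benchmarks: low control DMSO, high control PEA (EC100); doses: 3 µM single concentration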
* marks the source's active call; other numbers are inactive results; . = not tested or not shown.

SMILES	CHRM1 agonist	OXTR potentiator	CHO-K1 Ca ag	CHO-K1 Ca PAM	CHO-K1 Ca antag	M1 antag	TAAR1 antag	CHO parental Ca	TAAR1 agonist
C[C@@H](C(=O)CC(=O)OC(C)(C)C)[C@@H](O)c1ccccc1	-3.6	-4.7	0.0	-16.5	-3.1	0.3	-1.7	-5.9	14.9
CCOC(=O)c1ccc(NC(=O)COc2ccc(S(=O)(=O)N3CCCC3)cc2)cc1	-1.8	-3.8	5.0	4.1	-8.4	-14.8	38.4	-13.6	10.0
COC(=O)C(C(=O)OC)c1ccc(-n2cccc2)cc1	-3.3	-6.7	2.8	20.8	-10.3	-9.6	-8.0	-4.3	-0.2
CCc1nc2ccc(C(=O)Nc3ccc(OC)c(OC)c3)cn2c1N(CCC(C)C)CCN(C)C	18.2*	.	0.4	11.2	-8.0	-4.6	-6.1	.	2.7
O=C(Nc1ccc(Oc2ccc(NC(=O)c3ccco3)c(NC(=O)c3ccco3)c2)cc1)c1ccco1	-2.4	-7.8	2.2	5.5	10.3	20.8	61.8*	-13.4	11.1
CN(C(=O)c1cccnc1)c1nc(-c2ccccc2)cs1	-1.3	-6.8	1.9	16.4	-1.9	0.6	-2.9	51.2*	5.6
C=CCN1C(c2cccc(C(F)(F)F)c2)=CS/C1=C(\C#N)c1nnc(N2CCOCC2)n1-c1ccccc1	-3.5	.	0.3	5.3	-7.9	-15.2	9.3	.	5.6
CC[C@]12c3[nH]c4cc(CCC(=O)N(C)C)ccc4c3CCN1C(=O)[C@@H](CC(=O)NCc1ccc(OC)c(OC)c1)C[C@@H]2C(=O)N1CCN(C(=O)c2ccco2)CC1	-5.6	.	0.2	2.0	6.2	-10.8	-15.5	-12.2	4.2
COc1ccc(N2CCN(C(=O)CSc3nnc(-c4cc5ccccc5cc4O)n3C)CC2)cc1	-1.4	-8.1	11.2	11.6	7.3	4.7	21.5	10.0	15.5
CCN(CC)c1nc(-c2cccc(OC)c2O)nc2ccccc12	-4.4	-5.2	0.5	9.5	-1.4	-6.5	16.7	-24.5	7.6
CCc1cccc(NC(=O)CCNS(=O)(=O)c2cc(Br)cnc2N)c1	1.9	-11.4	3.7	8.9	-18.5	2.2	4.7	-6.7	5.8
COCCn1c(C)cc(/C=C2/NC(=O)N(Cc3ccc(C)cc3)C2=O)c1C	2.9	-15.7	0.6	6.3	-7.8	2.9	3.1	-0.6	0.6
CCN(CC)CCn1c(=S)[nH]c2cc(C(=O)NCc3ccccc3Cl)ccc2c1=O	-13.8	-10.4	0.4	1.1	-4.6	9.3	7.8	-13.7	3.6
COc1ccc2c(c1)[nH]c1c(=O)n(N)cnc12	-4.2	-7.4	0.2	13.3	-6.9	-7.1	-8.3	-3.4	2.0
Cc1nc(CSc2n[nH]c(=O)n2-c2cccc(F)c2)cs1	-2.7	1.0	5.5	12.1	-8.9	17.9	-21.0	-18.0	1.9
Cn1c(CO)cnc1S(=O)(=O)Cc1c(Cl)cccc1Cl	2.0	-12.0	5.2	-5.5	-0.8	-15.7	1.4	-3.7	2.2
CSC1=NC=C(C#N)C2=NC(c3c(Cl)cccc3Cl)NN12 (stereo not given)	-9.5	.	-0.4	5.8	5.8	11.5	.	.	.
Cc1ccc(C(=O)O)cc1NC(=O)c1ccc(Cn2nc(C)c(Cl)c2C)o1	-7.1	4.4	-0.7	6.9	-1.3	-6.1	-0.2	-3.6	1.7
CCOc1cc(/C=N/NC(=O)c2cc(C)n(-c3ccc(F)cc3)c2C)ccc1O	-5.6	-8.5	-0.2	15.6	-9.5	-4.5	-0.8	-3.2	-4.6
Cc1ccc(NCCNc2ccc(C)cc2)cc1	-4.7	-1.1	-0.1	-7.6	15.5	4.8	7.4	-3.5	0.8
O=S(=O)(c1ccccc1C(F)(F)F)N1CCC(n2cnc3ccccc32)CC1	-2.1	-5.5	3.8	-1.4	4.7	-5.1	24.3	-11.6	17.0
COc1cccc(CNC(=O)COC(=O)c2cc([N+](=O)[O-])ccc2N2CCCC2)c1	-6.4	-0.8	3.8	1.9	-9.7	0.4	28.3	-26.5	2.4
COc1cccc(C2CCCN2Cc2nc(CCC(C)C)no2)c1 (stereo not given)	-2.5	-9.6	-0.5	-10.5	2.9	-21.6	-7.3	-19.0	-0.4
O=C1c2ccsc2SCCN1Cc1c(F)cccc1Cl	-5.7	-15.6	-0.8	-10.2	10.4	-11.3	-14.4	-12.3	-1.3
COc1ccc(C(=O)NCC(=O)N/N=C/c2ccc([N+](=O)[O-])s2)cc1OC	-2.9	2.4	0.2	11.4	-4.3	6.0	-12.1	-5.2	3.3
Cn1nc(C#N)c(=O)[nH]c1=O	-2.6	.	1.0	13.7	-17.1	-17.0	-12.4	.	0.0
CC1Oc2ccccc2N(CC(=O)Nc2ccccc2F)C1=O (stereo not given)	-3.7	5.0	-0.1	-19.3	8.6	-5.5	-25.9	4.9	1.8
Cc1cc(C)nc(NS(=O)(=O)c2ccc(NC(=O)c3ccco3)cc2)n1	-2.8	-8.0	0.1	12.9	0.5	-2.3	-11.0	-8.1	7.8
Cc1cc(C)nc(NN2C(=O)/C(=C/c3ccccc3)SC2=S)n1	-5.3	1.9	-0.1	-6.6	4.4	3.5	-2.5	-6.1	0.7
Cc1ccccc1C(=O)NN1CC(C(=O)OCc2ccc(Cl)c(Cl)c2)CC1=O (stereo not given)	-0.5	-8.8	10.0	-13.6	-0.1	7.7	17.2	-1.3	9.6
Cc1occc1-c1nnc(SCC(=O)O)n1-c1ccccc1	-1.2	-2.5	0.7	10.1	0.1	-7.6	-11.3	0.3	0.8
COc1ccc(CCNC(=O)CS(=O)(=O)Cc2nc(-c3ccccc3Cl)oc2C)cc1OC	-9.8	-5.2	2.1	28.0	-12.1	-19.0	0.5	-10.4	1.0
Cc1cc(C)cc(NC(=O)c2sc3nc4n(c(=O)c3c2C)CCC4)c1	1.4	-3.1	0.6	15.2	-10.1	-12.4	-17.9	-14.3	8.1
COc1ccc(/C=C2\SC(=O)N=C2N)cc1	-7.7	-5.9	-0.8	-1.1	2.9	-0.9	-1.9	0.7	3.1
CCOc1ccc(S(=O)(=O)N2CCC(C(=O)N3CCN(Cc4ccccc4)CC3)CC2)cc1	-5.3	-4.7	4.3	-5.0	-11.6	2.9	-17.2	-30.3	2.1
Cc1csc2c(N3CCN(C(=S)Nc4ccc(F)cc4F)CC3)ncnc12	22.8*	-19.8	22.8*	-7.9	16.3	37.5	25.8	38.8*	14.7
COc1ccc(C(=O)c2ccccc2)c(OCC(=O)NC2CC2)c1	1.4	-16.2	2.1	12.3	-8.7	-13.1	-1.4	-12.8	0.3
O=C(COC(=O)CCN1C(=O)/C(=C\C=C\c2ccccc2)SC1=S)Nc1ccc(Br)cc1	-5.5	-6.0	0.3	8.5	1.1	8.6	-7.7	-0.7	7.7
O=C(CNC(=O)c1ccc2c(c1)OCO2)Nc1cccc(Br)c1	-0.7	-3.3	0.8	-9.9	7.3	4.5	-12.2	-32.6	8.5
Cc1ccc(NC(=S)NCC23C=CC(O2)C2C(=O)N(c4ccc(C)cc4)C(=O)C23)cc1 (stereo not given)	-5.5	-1.9	0.5	14.8	-12.0	-7.2	-13.0	0.7	5.4
CC(OC(=O)CN(C)S(=O)(=O)c1ccc(Cl)cc1)C(=O)Nc1ncc(Cl)cc1Cl (stereo not given)	-4.2	-8.0	2.7	-10.1	-2.2	9.6	14.4	-14.4	0.3
O=C(Nc1ccc2c(c1)OCO2)C(c1ccccc1)N1CCC2(CC1)OCCO2 (stereo not given)	-2.4	0.8	0.7	0.1	-5.9	-6.9	-0.4	-4.0	9.1
COc1cccc2c1Oc1cc([N+](=O)[O-])cc(N(C)C(C)=O)c1C=C2	-9.1	-2.2	-1.4	9.5	-10.4	-12.4	3.9	-16.6	-3.2
C=CCNC(=S)N/N=C(\C)c1ccc(-n2ccnc2)cc1	-3.2	-5.7	-0.1	16.7	-0.1	-3.5	10.8	0.0	11.8
CCCN1CCC(=O)N(CCSc2ccccc2)CC1	-2.3	-13.5	0.1	3.4	-24.4	-10.0	-14.5	-4.9	10.2
O=C(OC(C(=O)NCc1ccccc1)c1ccccc1)c1ccco1 (stereo not given)	-5.3	13.8*	0.7	8.7	-5.9	12.7	15.3	-11.0	1.8
Cc1cc(NC(=O)Nc2ccc(OCc3ccccc3)cc2)n(C)n1	-4.3	-13.9	3.2	9.1	-8.6	-4.1	.	-2.9	.

Grouped by structure, the entries above containing fluorine (7)
SMILES	CHRM1 agonist	OXTR potentiator	CHO-K1 Ca ag	CHO-K1 Ca PAM	CHO-K1 Ca antag	M1 antag	TAAR1 antag	CHO parental Ca	TAAR1 agonist
C=CCN1C(c2cccc(C(F)(F)F)c2)=CS/C1=C(\C#N)c1nnc(N2CCOCC2)n1-c1ccccc1	-3.5	.	0.3	5.3	-7.9	-15.2	9.3	.	5.6
Cc1nc(CSc2n[nH]c(=O)n2-c2cccc(F)c2)cs1	-2.7	1.0	5.5	12.1	-8.9	17.9	-21.0	-18.0	1.9
CCOc1cc(/C=N/NC(=O)c2cc(C)n(-c3ccc(F)cc3)c2C)ccc1O	-5.6	-8.5	-0.2	15.6	-9.5	-4.5	-0.8	-3.2	-4.6
O=S(=O)(c1ccccc1C(F)(F)F)N1CCC(n2cnc3ccccc32)CC1	-2.1	-5.5	3.8	-1.4	4.7	-5.1	24.3	-11.6	17.0
O=C1c2ccsc2SCCN1Cc1c(F)cccc1Cl	-5.7	-15.6	-0.8	-10.2	10.4	-11.3	-14.4	-12.3	-1.3
CC1Oc2ccccc2N(CC(=O)Nc2ccccc2F)C1=O (stereo not given)	-3.7	5.0	-0.1	-19.3	8.6	-5.5	-25.9	4.9	1.8
Cc1csc2c(N3CCN(C(=S)Nc4ccc(F)cc4F)CC3)ncnc12	22.8*	-19.8	22.8*	-7.9	16.3	37.5	25.8	38.8*	14.7
